Compound activity as filed in PubChem.
West Nile virus CPE: West Nile virus antiviral activity, cell-based, CPE readout (AID 1621); one-dose CPE inhibition, % at 10 µM; IC50 in µM for titrated hits; West Nile virus-infected cells, CPE inhibition; higher % means a stronger effect; 290,000 tested, 0.02% active; in the data active = a potency from the dose series; inconclusive = CPE inhibition mostly from about 3.7% at the one dose, without a potency; inactive = the rest, 99 in 100 with CPE inhibition below about 2.2%; also: strong numbers were not always called active
Dengue-2 NS5 capping: Dengue-2 NS5 methyltransferase inhibitors, primary screen, biochemical, confirmation dose response (AID 588689) | Dengue-2 NS5 methyltransferase capping enzyme assay, biochemical; higher % means a stronger effect | inhibition, % at 25 µM, or IC50 in µM where a hit was titrated | 340,000 tested, 0.3% active; in the data active = a potency from the dose series; inconclusive = inhibition above about 29% without an active follow-up result
Yfh1-off respiration: enhancers of respiration in Yfh1-depleted yeast, dose response, Friedreich's ataxia, plus single-dose screen (AID 1465). S. cerevisiae Yfh1-off respiration, WST-1 reduction, 72 h; higher fold induction means a stronger effect. one-dose fold induction at 50 µM; EC50 in µM for titrated hits. 220,000 tested, 0.074% active;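 active = fold induction of absorbance versus untreated yeast above a set limit, then at least 30% activation at any dose in follow-up; inconclusive = repeats straddling the limit, or above it without dose testing; inactive = fold induction below the set limit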;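 also: activators that raise dye reduction in frataxin-depleted yeast; strong numbers were not always called active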
HEK293 NOD2/NF-kB: NOD2 signaling inhibitors, cell-based, luminescence, uHTS, HEK293 (AID 1566) | HEK293 NOD2/NF-kB luciferase reporter, luminescence; higher % means a stronger effect | 290,000 tested, 0.63% active | one-dose inhibition, % at 4 µM; EC50 in µM for titrated hits; also: many of its hits are not listed in these tables
KOR beta-arrestin-1: KOR agonists, beta-arrestin recruitment, primary screen, cell-based, luminescence, uHTS (AID 1777); Kappa-type opioid receptor (Homo sapiens); KOR beta-arrestin recruitment, luminescence; higher % means a stronger effect; activation, % at 10 µM; hits with a dose series show EC50 in µM; 280,000 tested, 0.02% active; in the data active = activation above about 50%, passing the limit was not always enough; also: a part of the inactive calls stands beside numbers as strong as those of hits
HIV fusion peptide: inhibitors of HIV fusion peptide binding, primary screen, biochemical, uHTS, fluorescence dequenching (AID 1986). cell-free peptide binding, fluorescence dequenching, 30 min; higher % means a stronger effect. inhibition, % at 20 µM, or IC50 in µM where a hit was titrated. 290,000 tested, 0.3% active; in the data active = inhibition mostly above about 52%, no sharp cut-off; inactive = mostly below about 76%; also: some results filed as inactive read as strong as hits
NOD1 NF-kB reporter: NOD1 signaling inhibitors, primary screen, cell-based, luminescence, uHTS (AID 1578); NOD1-driven NF-kB luciferase reporter cells, luminescence; higher % means a stronger effect; inhibition, % at 4 µM; hits with a dose series show EC50 in µM; 290,000 tested, 1% active; in the data active = inhibition mostly above about 36%, no sharp cut-off; inactive = mostly below about 34%;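 also: HEK-293T reporter cells stimulated with the NOD1 agonist gamma-tri-DAP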
AID2073: inhibitors of Mint1-CaV2.2 protein interaction, biochemical, HTRF (AID 2073); Voltage-dependent N-type calcium channel subunit alpha-1B (Homo sapiens); HTRF protein-protein interaction, Mint1-CaV2.2; higher % means a stronger effect; inhibition, % at 20 µM, or IC50 in µM where a hit was titrated; 290,000 tested, 0.19% active; in the data active = inhibition mostly above about 51%, no sharp cut-off; inconclusive = no clear call, values can overlap the other calls; inactive = mostly below about 53%; also: some results filed as inactive read as strong as hits
KOR beta-arrestin-2: KOR antagonists, beta-arrestin recruitment, cell-based, luminescence, uHTS (AID 1778); KOR beta-arrestin recruitment, luminescence, antagonist mode; higher % means a stronger effect; one-dose inhibition, % at 10 µM; IC50 in µM for titrated hits; Kappa-type opioid receptor (Homo sapiens); 290,000 tested, 0.091% active; also: strong numbers were not always called active
* hit, by the source's call; [ ] = another dose, or the depositor's remark. Rule as the data show it, unless noted: active = inhibition above about 50%; inactive = the rest. The list is partial; rates above refer to the full screens.

How did O=C(NC1CC1)C1=C[C@@H](c2ccccc2)C[C@@H](OCc2ccc(CO)cc2)O1 do in these assays?
West Nile virus CPE: -0.4%; Dengue-2 NS5 capping: -7%; Yfh1-off respiration: inactive; HEK293 NOD2/NF-kB: 16%; KOR beta-arrestin-1: -0.3%; HIV fusion peptide: 0.8%; NOD1 NF-kB reporter: 2%; AID2073: 18%; KOR beta-arrestin-2: 16%

Results for COCC(=O)NNC(=S)Nc1cccc(C)c1C ?
West Nile virus CPE: -0.2%; Dengue-2 NS5 capping: -6%; Yfh1-off respiration: inactive; HEK293 NOD2/NF-kB: -7%; KOR beta-arrestin-1: -2.0%; HIV fusion peptide: 0.0%; NOD1 NF-kB reporter: -26%; AID2073: -23%; KOR beta-arrestin-2: 13%

What do the screens show for `CC1CCCC(C)N1S(=O)(=O)c1ccc(NC(=O)CNCC2CCCO2)cc1` (configuration not stated)?
West Nile virus CPE: -0.9%; Dengue-2 NS5 capping: -5%; Yfh1-off respiration: inactive; HEK293 NOD2/NF-kB: 12%; KOR beta-arrestin-1: -3.1%; HIV fusion peptide: 0.1%; NOD1 NF-kB reporter: 0%; AID2073: 23%; KOR beta-arrestin-2: 21%

How did CCCOc1cccc(-c2nnc(NC(=O)c3ccco3)s2)c1 do in these assays?
West Nile virus CPE: 0.3%; Dengue-2 NS5 capping: -4%; HEK293 NOD2/NF-kB: -68%; KOR beta-arrestin-1: -1.0%; HIV fusion peptide: -0.8%; NOD1 NF-kB reporter: -45%; AID2073: 21%; KOR beta-arrestin-2: -13%

Results for C=CCn1c(SCc2csc(C)n2)nc2sc3c(c2c1=O)CCC(C)C3 (configuration not stated) ?
West Nile virus CPE: 2.4%; Dengue-2 NS5 capping: -5%; Yfh1-off respiration: inactive; HEK293 NOD2/NF-kB: 15%; KOR beta-arrestin-1: -2.6%; HIV fusion peptide: -0.4%; NOD1 NF-kB reporter: -19%; AID2073: 0%; KOR beta-arrestin-2: 19%

What do the screens show for `Cc1ccnc(N2CCC(C(=O)Nc3ccc(Oc4ccccc4)cc3)CC2)n1`?
Dengue-2 NS5 capping: -10%; HEK293 NOD2/NF-kB: 2%; KOR beta-arrestin-1: 6.7%; HIV fusion peptide: 3.8%; NOD1 NF-kB reporter: 11%; AID2073: 28%; KOR beta-arrestin-2: -8%

How did CC1CC(=O)N(C)c2cc([N+](=O)[O-])ccc2N1 (configuration not stated) do in these assays?
West Nile virus CPE: -0.2%; Dengue-2 NS5 capping: -8%; Yfh1-off respiration: inactive; HEK293 NOD2/NF-kB: -8%; KOR beta-arrestin-1: -4.7%; HIV fusion peptide: 2.3%; NOD1 NF-kB reporter: -25%; AID2073: 6%; KOR beta-arrestin-2: 14%

What do the screens show for `S=c1[nH]nc(-c2ccc3ccccc3n2)n1-c1ccc2c(c1)OCCO2`?
West Nile virus CPE: -0.1%; Dengue-2 NS5 capping: 2%; Yfh1-off respiration: inactive; HEK293 NOD2/NF-kB: -4%; HIV fusion peptide: -2.4%; NOD1 NF-kB reporter: 13%; AID2073: -30%; KOR beta-arrestin-2: -6%

What do the screens show for `O=c1[nH]c(C2CCN(S(=O)(=O)c3ccc(F)cc3)CC2)nc2c1nnn2Cc1ccc2c(c1)OCCO2`?
West Nile virus CPE: -0.1%; Dengue-2 NS5 capping: -5%; HEK293 NOD2/NF-kB: 23%; KOR beta-arrestin-1: -4.7%; HIV fusion peptide: 0.8%; NOD1 NF-kB reporter: -15%; AID2073: 7%; KOR beta-arrestin-2: -25%

Results for O=C(NNC(=O)C1[C@H]2CCCC[C@@H]12)c1ccc(=O)oc1 (some centres not stated) ?
West Nile virus CPE: 0.1%; Dengue-2 NS5 capping: -4%; Yfh1-off respiration: inactive; HEK293 NOD2/NF-kB: 0%; KOR beta-arrestin-1: 0.5%; HIV fusion peptide: 49%; NOD1 NF-kB reporter: -9%; AID2073: 36%; KOR beta-arrestin-2: -14%

How did COc1ccccc1Nc1c([N+](=O)[O-])cncc1[N+](=O)[O-] do in these assays?
West Nile virus CPE: 0.2%; Dengue-2 NS5 capping: -1%; Yfh1-off respiration: inactive; HEK293 NOD2/NF-kB: -9%; KOR beta-arrestin-1: -2.1%; HIV fusion peptide: -1.7%; NOD1 NF-kB reporter: 28%; AID2073: 5%; KOR beta-arrestin-2: -16%[20 µM]

How did CCC(=O)N1CCc2cc(Br)cc(S(=O)(=O)N(C)c3ccc(OC)cc3OC)c21 do in these assays?
West Nile virus CPE: 1.4%; Dengue-2 NS5 capping: 3%; Yfh1-off respiration: inactive; HEK293 NOD2/NF-kB: 8%; KOR beta-arrestin-1: -3.6%; HIV fusion peptide: 0.6%; NOD1 NF-kB reporter: -14%; AID2073: 4%; KOR beta-arrestin-2: 5%

How did O=C(O)CCc1ccc(-c2ccc(Br)cc2)n1CC(=O)O do in these assays?
West Nile virus CPE: -0.1%; Dengue-2 NS5 capping: 4%; Yfh1-off respiration: inactive; HEK293 NOD2/NF-kB: 12%; KOR beta-arrestin-1: 3.2%; HIV fusion peptide: 37%; NOD1 NF-kB reporter: 14%; AID2073: 13%; KOR beta-arrestin-2: -80%

What do the screens show for `Cc1c(C)c2ccc(OCC(=O)Nc3cccnc3)c(C)c2oc1=O`?
West Nile virus CPE: -0.1%; Dengue-2 NS5 capping: 12%; HEK293 NOD2/NF-kB: -8%; KOR beta-arrestin-1: -1.3%; HIV fusion peptide: 1.8%; NOD1 NF-kB reporter: -30%; AID2073: 16%; KOR beta-arrestin-2: -3%

Results for O=C(CN1CCNCC1)Nc1ccccc1Cl ?
West Nile virus CPE: -0.1%; Dengue-2 NS5 capping: 1%; Yfh1-off respiration: inactive; HEK293 NOD2/NF-kB: 4%; KOR beta-arrestin-1: -8.0%; HIV fusion peptide: 1.1%; NOD1 NF-kB reporter: -6%; AID2073: -4%; KOR beta-arrestin-2: 6%

What do the screens show for `CCOc1ccccc1C1C(C(N)=O)=C(C)Nc2nc(-c3ccccc3Cl)nn21` (configuration not stated)?
West Nile virus CPE: -0.2%; Dengue-2 NS5 capping: 3%; Yfh1-off respiration: inactive; HEK293 NOD2/NF-kB: -16%; KOR beta-arrestin-1: -0.9%; HIV fusion peptide: 0.8%; NOD1 NF-kB reporter: -32%; AID2073: 3%; KOR beta-arrestin-2: -37%

Results for CC1=CN2C(=N)/C(=C/c3ccc(Sc4ccc(Cl)cc4)o3)C(=O)N=C2S1 ?
West Nile virus CPE: 0.0%; Dengue-2 NS5 capping: 10%; Yfh1-off respiration: inactive; HEK293 NOD2/NF-kB: -13%; KOR beta-arrestin-1: -4.4%; HIV fusion peptide: 22%; NOD1 NF-kB reporter: 77%*; AID2073: 16%; KOR beta-arrestin-2: 15%

How did O=C(CCCOc1ccc(Cl)cc1Cl)NCCCn1ccnc1 do in these assays?
West Nile virus CPE: 0.0%; Yfh1-off respiration: inactive; HEK293 NOD2/NF-kB: -2%; KOR beta-arrestin-1: -0.4%; HIV fusion peptide: 0.3%; NOD1 NF-kB reporter: -22%; AID2073: -3%; KOR beta-arrestin-2: -52%[20 µM]

Results for COc1ccccc1N1CCN(CC(O)COc2ccc(C)c(C)c2)CC1 (configuration not stated) ?
West Nile virus CPE: -0.5%; Dengue-2 NS5 capping: 1%; HEK293 NOD2/NF-kB: 5%; KOR beta-arrestin-1: -1.5%; HIV fusion peptide: 1.3%; NOD1 NF-kB reporter: 1%; AID2073: -7%; KOR beta-arrestin-2: -22%

How did CCN(CCn1cccn1)C(=O)c1cc(COc2ccc(F)cc2Cl)on1 do in these assays?
West Nile virus CPE: -1.6%; Dengue-2 NS5 capping: -7%; Yfh1-off respiration: inactive; HEK293 NOD2/NF-kB: 9%; KOR beta-arrestin-1: -2.9%; HIV fusion peptide: -0.9%; NOD1 NF-kB reporter: -26%; AID2073: -2%; KOR beta-arrestin-2: -74%[20 µM]

Results for CC(/C=N/NC(=O)c1cc(-c2cccnc2)nc2c1c(C)nn2-c1ccccc1)=C\c1ccccc1 ?
West Nile virus CPE: 0.1%; Dengue-2 NS5 capping: 1%; Yfh1-off respiration: inactive; HEK293 NOD2/NF-kB: 5%; KOR beta-arrestin-1: -3.8%; HIV fusion peptide: -0.3%; NOD1 NF-kB reporter: 10%; AID2073: inconclusive; KOR beta-arrestin-2: -13%

How did COc1ccc(Cn2nnnc2C(c2ccccc2Cl)N2CCN(C3CCCC3)CC2)cc1 (configuration not stated) do in these assays?
West Nile virus CPE: -0.9%; Dengue-2 NS5 capping: 1%; Yfh1-off respiration: inactive; HEK293 NOD2/NF-kB: 10%; KOR beta-arrestin-1: -4.5%; HIV fusion peptide: 0.7%; NOD1 NF-kB reporter: 6%; AID2073: 7%; KOR beta-arrestin-2: 10%

How did CC(C)Oc1ccc(CNC(=O)C2CCN(C(=O)N3CCOc4ccccc43)CC2)cc1 do in these assays?
West Nile virus CPE: -0.6%; Dengue-2 NS5 capping: 4%; HEK293 NOD2/NF-kB: -1%; KOR beta-arrestin-1: -0.7%; HIV fusion peptide: -0.3%; NOD1 NF-kB reporter: -36%; AID2073: 1%; KOR beta-arrestin-2: 4%[20 µM]

How did Cc1cc(C)c(OCCN2CCOCC2)c(Cl)c1 do in these assays?
West Nile virus CPE: -0.4%; Dengue-2 NS5 capping: 0%; HEK293 NOD2/NF-kB: 7%; KOR beta-arrestin-1: -3.8%; HIV fusion peptide: 0.5%; NOD1 NF-kB reporter: -13%; AID2073: 8%; KOR beta-arrestin-2: 2%

What do the screens show for `O=C(NN1CCOCC1)c1cccc2ccccc12`?
West Nile virus CPE: -0.1%; Dengue-2 NS5 capping: -3%; Yfh1-off respiration: inactive; HEK293 NOD2/NF-kB: 16%; KOR beta-arrestin-1: -2.8%; HIV fusion peptide: 1.0%; NOD1 NF-kB reporter: -7%; AID2073: 3%; KOR beta-arrestin-2: -5%

How did O=C(Nc1cccc(C(=O)N2CCOCC2)c1)NC1CCCCC1 do in these assays?
West Nile virus CPE: 0.0%; Dengue-2 NS5 capping: -5%; Yfh1-off respiration: inactive; HEK293 NOD2/NF-kB: 2%; KOR beta-arrestin-1: 0.8%; HIV fusion peptide: -3.8%; NOD1 NF-kB reporter: -9%; AID2073: -8%; KOR beta-arrestin-2: -14%

What do the screens show for `Cn1c(SCC(=O)N2CCOCC2)nc2sc3c(c2c1=O)CCCC3`?
West Nile virus CPE: -0.6%; Dengue-2 NS5 capping: -6%; Yfh1-off respiration: inactive; HEK293 NOD2/NF-kB: 4%; KOR beta-arrestin-1: 1.6%; HIV fusion peptide: 1.8%; NOD1 NF-kB reporter: -12%; AID2073: 1%; KOR beta-arrestin-2: 14%
